RNase H inhibition: RNase H inhibition, HIV 1 Gag Pol polyprotein, FRET biochemical assay, screening (AID 372); HIV-1 RT RNase H, FRET RNA/DNA substrate fluorescence; higher % means a stronger effect; one-dose inhibition, % at 10 µM; IC50 in µM for titrated hits; 100,000 compounds, 0.77% hits; in the data active = inhibition above about 50%
Starred values were filed as active, the others as inactive. A portion of the library; count on the stated rates, not on these rows.

SMILES	RNase H inhibition
CCN(CC)CCCOc1cccc2ccccc12	3%
CN(C(=O)c1ccc(C(=O)N(C)c2ccc(O)cc2)cc1)c1ccc(O)cc1	6%
CCC(=O)c1ccc(N2CCN(C(=O)c3cc(F)c(F)cc3Cl)CC2)c(F)c1	7%
O=C(O)c1cccc(Nc2nc(-c3ccc(Cl)cc3)cs2)c1	1%
CC(C)(C)c1ccc(OCCCCCCN2CCCCC2)cc1	23%
CC(=O)CC(=O)NCc1ccc(F)cc1	5%
O=C(N1CCSCC1)C(F)(F)C(F)(F)C(F)(F)C(F)(F)F	9%
COc1ccc(S(=O)(=O)N(CC(=O)Nc2cccc(Cl)c2C)c2cc(C)cc(C)c2)cc1OC	18%
CN(C)c1ccc(C2CC(=O)NC3=C2C(=O)CC(C)(C)C3)cc1 (stereo not given)	11%
Oc1ccccc1CNC12CN3CN(CN(C3)C1)C2	0%
COc1ccc(CCNC(=O)/C=C/c2ccc3c(c2)OCO3)cc1OC	0%
COc1ccc(CN2CCN(c3cccc(C)c3C)CC2)c(C)c1C	0%
CCOc1ccccc1C1Nc2ccccc2NC2=C1C(=O)CC(c1ccc(OC)c(OC)c1)C2 (stereo not given)	0%
O=C1OC(c2ccccc2F)=N/C1=C\c1ccccc1OCc1ccccc1F	10%
C=CCOc1ccc(/C=C2\C(=O)N(c3ccc(S(N)(=O)=O)cc3)N=C2C)cc1OC	5%
Cc1nn(-c2ccccc2)c(C)c1Sc1ccc(Br)cc1	5%
CCOC(=O)/C(C#N)=C/c1ccc(N2CCN(CCN3C(=O)c4cccc5cccc(c45)C3=O)CC2)cc1	11%
O=C(O)C1C2C=CC(O2)C1C(=O)NCCc1ccccc1 (stereo not given)	9%
COc1ccc(-c2ccc(/C=C3\C(=O)NC(=O)N(c4ccc(Cl)cc4)C3=O)o2)c([N+](=O)[O-])c1	6%
Cc1cc(=O)oc2ccc(OCC(=O)O)cc12	1%

No new results follow: an excerpt of the list.
SMILES	RNase H inhibition
COc1ccc(-c2ccc(/C=C3\C(=O)NC(=O)N(c4ccc(Cl)cc4)C3=O)o2)c([N+](=O)[O-])c1	6%
Cc1cc(=O)oc2ccc(OCC(=O)O)cc12	1%

The listing picks up with the four entries that preceded the break.
SMILES	RNase H inhibition
CCOC(=O)/C(C#N)=C/c1ccc(N2CCN(CCN3C(=O)c4cccc5cccc(c45)C3=O)CC2)cc1	11%
O=C(O)C1C2C=CC(O2)C1C(=O)NCCc1ccccc1 (stereo not given)	9%
COc1ccc(-c2ccc(/C=C3\C(=O)NC(=O)N(c4ccc(Cl)cc4)C3=O)o2)c([N+](=O)[O-])c1	6%
Cc1cc(=O)oc2ccc(OCC(=O)O)cc12	1%
CCC(=O)N1N=C2c3cc(OC)ccc3CCC2C1c1cccc(I)c1 (stereo not given)	11%
O=C(CN(c1cccc([N+](=O)[O-])c1)S(=O)(=O)c1ccccc1)N1CCOCC1	11%
O=[N+]([O-])c1cc(C(F)(F)F)ccc1NCCCCNS(=O)(=O)c1ccccc1	0%
Cc1ccc(-c2cc(C(=O)O)c3cc(Br)ccc3n2)o1	9%
CCCOC(=O)c1ccc(NC(=O)c2cc(Br)ccc2Cl)cc1	21%
CCn1c2ccccc2c2nnc(N/N=C/c3ccc(Cl)cc3Cl)nc21	0%
CCn1c2ccccc2c2cc(CNC(C)COC)ccc21 (stereo not given)	13%
O=C(NCC1CCCO1)c1ccc(S(=O)(=O)N2CCCCC2)cc1 (stereo not given)	8%
COc1ccc(N2C(=O)/C(=C/c3cn(-c4ccccc4)nc3-c3cccs3)SC2=S)cc1	11%
Oc1cccc(C=NCc2ccccc2)c1O	13%
CC1=C(C(=O)OCCOc2ccccc2)C(c2ccc([N+](=O)[O-])cc2)C2=C(CCCC2=O)N1 (stereo not given)	24%
COc1cc(C=Nc2c(C)n(C)n(-c3ccccc3)c2=O)c([N+](=O)[O-])cc1OC	3%
CCOc1cc(CN2CCC(O)CC2)ccc1OC	5%
COc1ccc(C(=O)Oc2ccc(C=C3C(=O)NC(=O)NC3=O)cc2)cc1	17%
CCCCCCSc1nc(O)c(CC)c(=O)n1-c1ccccc1	1%
COc1ccc(C(=O)N/C(=C\c2ccc(Cl)cc2)C(=O)NCc2ccncc2)cc1	12%
CCOC(=O)C1=C(C)N=c2s/c(=C\c3ccc(OCc4ccccc4Cl)c(OC)c3)c(=O)n2C1c1ccc(C)cc1 (stereo not given)	21%
CCOc1ccc(N2C(=O)/C(=C/c3cc(Br)ccc3OC)C(=O)NC2=S)cc1	13%
OC(COc1ccc2ccccc2c1)CN(Cc1ccccc1)Cc1ccccc1 (stereo not given)	16%
O=C(CN(c1ccccc1)S(=O)(=O)c1ccccc1)NCc1ccco1	8%
CCN(CC)c1ccc(NC(=O)Nc2ccccc2)cc1	26%
CCOC(=O)CN1C(=O)C(O)(CC(=O)c2ccco2)c2ccccc21 (stereo not given)	8%
N#C/C(=C\C=C\c1ccccc1)c1nc2ccccc2c(=O)[nH]1	20%
CN(C)S(=O)(=O)NCC(=O)NN=Cc1ccncc1	0%
C/C(=N\OCc1nc2c3c4c(sc3ncn2n1)C(C)(C)NC(C)(C)C4)c1ccc(Br)cc1	8%
COc1ccc(C2C(C(C)=O)=C(Nc3ccccc3)CC(C)(O)C2C(C)=O)cc1OC (stereo not given)	4%
Cc1ccc(C(C)C)c(OCCOc2ccc(Cl)cc2/C=N/n2cnnc2)c1	17%
O=C(Nc1cc([N+](=O)[O-])ccc1F)C(c1ccccc1)c1ccccc1	10%
CC1=NN(C(=O)c2cocc2C)C(O)(C(F)(F)F)C1 (stereo not given)	4%
COc1cc(OC)cc(C(=O)Nc2ccc(NC(=O)c3ccco3)c(OC)c2)c1	6%
O=[N+]([O-])c1ccc(S(=O)(=O)Nc2ccc(Cl)c(Cl)c2)cc1	0%
COc1ccc(N/C=C(/C#N)c2nc(-c3ccc(F)cc3)cs2)c(OC)c1	9%
COC(=O)c1cc(-c2ccc(/C=C(\C#N)C(=O)Nc3ccccc3)o2)ccc1Cl	3%
C/C(=C\C(=O)ONC(=O)c1ccccc1)NC(C)C	27%
O=C(/C=C/c1ccccc1)C1=C(O)C(=O)N(c2cccc(C(F)(F)F)c2)C1c1ccc([N+](=O)[O-])cc1 (stereo not given)	5%
O=C(Nc1ccccc1)Nc1nnc(/C=C/c2ccccc2)s1	20%
CCCCOc1cc2oc(=O)c(CC)c(C)c2cc1CC	13%
CCOC(=O)c1ccc(NC(=O)c2ccc([N+](=O)[O-])cc2Cl)cc1	0%
Cc1c(NC(=O)COc2ccc(Cl)cc2Cl)cccc1-c1nc2ccccc2s1	19%
S=c1[nH]nc(-c2ccccc2Cl)n1C1CCCCC1	0%
CC1=C(C(=O)Nc2ccccc2)C(c2ccccc2Cl)NC(=S)N1 (stereo not given)	6%
COc1cccc(NC(=O)/C(=C/c2ccccc2)NC(C)=O)c1	10%
O=C1CSC(c2ccccc2)N1c1ccc([N+](=O)[O-])cc1 (stereo not given)	4%
Cc1cnc2sc(C(=O)Nc3ccccc3)c(C(=O)O)n2c1=O	3%
CCOc1cc(/C=N/NC(=O)c2cc(-c3ccc4ccccc4c3)n[nH]2)ccc1O	19%
O=C(N/N=C/c1cc(Br)c(Br)o1)/C(=C/c1ccccc1)NC(=O)c1ccccc1	18%
CCCC(C(=O)O)N1C(=O)C2CC=C(Cl)CC2C1=O (stereo not given)	0%
CC1(C)CC(=O)C2=C(C1)c1c(ccc3ccccc13)NC2c1cccs1 (stereo not given)	10%
Cc1cc(Cl)ccc1OCC(=O)N1CCN(c2ccccn2)CC1	7%
COc1ccc(Cc2nn[nH]n2)cc1	7%
CCOC(=O)C(CCCOc1cc(C)ccc1C)C(=O)OCC	15%
CC(/C=C(\NC(=O)c1ccccc1)C(=O)N/N=C/c1cccc([N+](=O)[O-])c1)=C\c1ccccc1	6%
COc1ccc(NC(=O)C(C)Sc2ccc(Cl)cc2)cc1 (stereo not given)	32%
CC(O)(C(=O)NN=C(/C=C/c1ccccc1)/C=C/c1ccccc1)c1ccccc1 (stereo not given)	2%
Cc1ccc(C(=O)N/C(=C/c2cccnc2)C(=O)N2CCCCCC2)cc1	15%
COc1cc(C2NC(=O)NC(C)=C2C(=O)Nc2ccc(C)cc2)cc(OC)c1OC (stereo not given)	10%
O=C(/C=C/c1ccc(F)cc1)NC(=S)Nc1ccccc1Cl	36%
O=C(N/N=C/c1cccnc1)c1ccc(CN2CCOCC2)cc1	15%
O=C(NC(=S)N(c1ccccc1)c1ccccc1)c1ccco1	0%
COc1ccc(/C=N/NC(=S)NCc2ccccc2)cc1OC	0%

Entries listed so far containing an NH in an aromatic ring (four):
SMILES	RNase H inhibition
N#C/C(=C\C=C\c1ccccc1)c1nc2ccccc2c(=O)[nH]1	20%
S=c1[nH]nc(-c2ccccc2Cl)n1C1CCCCC1	0%
CCOc1cc(/C=N/NC(=O)c2cc(-c3ccc4ccccc4c3)n[nH]2)ccc1O	19%
COc1ccc(Cc2nn[nH]n2)cc1	7%

Additional records follow.
SMILES	RNase H inhibition
N#Cc1c(NC(=O)c2cc3nc(-c4ccccc4)cc(C(F)(F)F)n3n2)sc2c1CCCC2	0%
O=C1/C(=C/c2ccc(Cl)cc2)SC(=S)N1c1cccc(Br)c1	0%
O=c1/c(=C/c2ccccc2OS(=O)(=O)c2ccccc2[N+](=O)[O-])sc2nc3ccccc3n12	11%
CC(=O)C1C(=O)c2ccccc2/C1=N/N=C/c1ccc([N+](=O)[O-])cc1 (stereo not given)	6%
COc1ccc(/C(C)=N/NC(=O)c2cc(C(C)(C)C)[nH]n2)cc1OC	11%
COc1cc(/C=N\Nc2c(F)c(F)c(C(F)(F)F)c(F)c2F)ccc1OCc1ccccc1	18%
Cc1c(CCOC(=O)C2CC3CCC2C3)sc[n+]1Cc1ccccc1 (stereo not given)	14%
CCc1ccccc1NC1=C(Cl)C(=O)N(c2ccc(Br)cc2)C1=O	6%
COc1ccc(OC)c(CN2CCN(Cc3cccc(F)c3)CC2)c1	35%
CCN(CC)c1ccc(/C=C(/NC(=O)c2ccccc2Cl)C(=O)N/N=C/c2ccc(-c3cccc(C(=O)O)c3)o2)cc1	19%
COc1cc(C=Nc2ccc(C)c(O)c2)cc(OC)c1OC	9%
CCOC(=O)CSc1n[nH]c(-c2ccncc2)n1	15%
C=CCn1c2ccccc2c2cc(Br)ccc21	7%
CC(=O)c1ccc(N2CCN(CC3CCCCC3)CC2)cc1	12%
O=C(N/N=C/c1ccc(-c2ccccc2)o1)c1ccccc1	13%
COc1cccc(N2C(=O)CC(N3CCCCC3)C2=O)c1 (stereo not given)	2%
Cn1ccnc1/C=C(/OC(=O)c1ccc(Cl)cc1)c1ccc(Cl)cc1	11%
CCN(CC)c1ccc(C=NN2CCN(Cc3ccccc3)CC2)c(O)c1	27%
COc1cccc(CN2CCN(C(=O)c3ccccc3F)CC2)c1	18%
COc1ccccc1NC(=O)c1cccc(C(F)(F)F)c1	5%
Cc1ccc(NC(=O)C(=O)NCC(C)C)c(C)c1	0%
O=C(NN=C(/C=C/c1ccccc1)/C=C/c1ccccc1)c1ccco1	15%
O=C(N/N=C/c1ccncc1)/C(=C/c1ccccc1)NC(=O)c1ccccc1	7%
Oc1ccc(/C=N/Nc2cc(-c3ccccc3)nc(-c3ccccc3)n2)cc1	24%
O=C(Cc1cccc2ccccc12)N/N=C/c1ccc(OC(=O)c2ccc(Br)cc2)cc1	7%
COc1ccc(OCC(=O)N=Nc2c(O)[nH]c3ccc(F)cc23)cc1	8%
CCC1CCc2c(sc(NC(=O)c3c(-c4c(Cl)cccc4Cl)noc3C)c2C(N)=O)C1 (stereo not given)	9%
CSc1oc(-c2ccccc2)nc1S(=O)(=O)c1ccc(C)cc1	3%
COc1ccc(/C=C2\SC(=S)N(CCCC(=O)Nc3ccc(O)cc3)C2=O)cc1	36%
Cc1ccc2oc(-c3ccc(NC(=O)Cc4ccccc4)cc3O)nc2c1	17%
O=c1oc2cc(OCc3c(F)c(F)c(F)c(F)c3F)ccc2cc1-c1ccc2ccccc2n1	11%
Cc1ccc(N=Cc2ccc(Cl)cc2Cl)c(O)c1	1%
O=C(Nc1ccccc1)C(Cc1ccc([N+](=O)[O-])cc1)N1C(=O)c2ccccc2C1=O (stereo not given)	10%
Cc1ccc2nc(-c3nonc3N)[nH]c2c1	12%
Cc1ccc(OCCOc2cccc(/C=C3\SC(=S)N(C)C3=O)c2)c(C)c1	9%
O=C(Cc1ccccc1)Nc1ccccc1F	1%
O=C1S/C(=C\c2ccco2)C(=O)N1Cc1ccccc1	8%
O=C(O)C1CCCCC1C(=O)Nc1cccc([N+](=O)[O-])c1 (stereo not given)	0%
CCOc1cc(C=C2C(=O)NC(=S)NC2=O)ccc1OCc1ccc(Cl)cc1	24%
Cc1cccc(-c2cc(NC(=O)c3ccc([N+](=O)[O-])cc3)n[nH]2)c1	12%
COc1ccc(/C=C/C(=O)Nc2ccc(F)c([N+](=O)[O-])c2)cc1	5%
CCOc1cccc(C=Nc2cc(CC)ccc2O)c1O	2%
N[n+]1cnn(CC(=O)c2ccccc2)c1	5%
CC(=O)Oc1c(C)cc(C)c2ccc(C)nc12	0%
O=C(O)c1ccc(-c2cc(Cl)ccc2Cl)o1	0%
Cc1c(OCc2ccccc2)ccc2c3c(c(=O)oc12)CCC3	0%
CCOC(=O)N1N=C(c2ccc(F)cc2)CC1(O)C(F)(F)F (stereo not given)	0%

From PubChem
